# Screening results as filed in PubChem.
# FEN1 inhibitor = qHTS Assay for the Inhibitors of Human Flap endonuclease 1 (FEN1); AID 588795, 2011; Potency, µM (doses to about 114 µM), for inactives: top-dose activity change, negative = inhibition, actives largely listed as inhibitors; Recombinant FEN1 flap cleavage, fluorescence, 15 min; hit rate 0.35% among 390,000; P39748; also: nearly all actives have a fitted effect of over 65% in size
#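 Steps: FEN1 (10 nM) dispensed; compound added by pin tool; 15 min at room temperature; substrate added to 50 nM final; reads at 0 min and 15 min; data normalized and fitted (four-parameter Hill).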
# GCN5L2 inh = qHTS Assay for Inhibitors of GCN5L2; Histone acetyltransferase KAT2A (Homo sapiens), Q92830; GCN5L2 HAT assay, ThioGlo1 CoA-SH fluorescence; Potency, µM (series often up to 58.9 µM), for the others: at the highest dose activity change, negative = inhibition, most hits filed as inhibitors; hit rate 0.21% among 390,000; AID 504327, 2011
# Target sequence (Q92830 whole entry, looked up): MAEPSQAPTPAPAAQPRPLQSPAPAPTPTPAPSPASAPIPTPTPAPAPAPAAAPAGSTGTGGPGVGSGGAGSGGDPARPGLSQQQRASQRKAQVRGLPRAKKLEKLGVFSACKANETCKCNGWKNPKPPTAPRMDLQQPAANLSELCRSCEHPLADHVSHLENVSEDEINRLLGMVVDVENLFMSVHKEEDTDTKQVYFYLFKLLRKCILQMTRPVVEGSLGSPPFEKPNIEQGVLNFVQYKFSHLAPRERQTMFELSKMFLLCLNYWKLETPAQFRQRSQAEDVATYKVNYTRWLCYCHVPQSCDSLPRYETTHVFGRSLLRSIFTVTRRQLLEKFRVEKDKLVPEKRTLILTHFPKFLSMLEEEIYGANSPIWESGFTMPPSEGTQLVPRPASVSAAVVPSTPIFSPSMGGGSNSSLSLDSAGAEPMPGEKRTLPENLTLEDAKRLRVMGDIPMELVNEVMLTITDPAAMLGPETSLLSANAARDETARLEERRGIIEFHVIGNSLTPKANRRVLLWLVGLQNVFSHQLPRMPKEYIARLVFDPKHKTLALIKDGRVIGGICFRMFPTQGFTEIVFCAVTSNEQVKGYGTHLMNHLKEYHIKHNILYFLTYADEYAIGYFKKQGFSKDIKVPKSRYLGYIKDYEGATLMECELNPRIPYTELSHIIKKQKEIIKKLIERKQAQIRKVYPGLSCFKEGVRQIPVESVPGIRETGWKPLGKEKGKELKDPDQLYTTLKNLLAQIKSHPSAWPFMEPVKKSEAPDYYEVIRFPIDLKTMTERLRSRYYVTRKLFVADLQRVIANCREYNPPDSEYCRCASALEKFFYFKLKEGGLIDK
#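 Fluorescence readout, Ex340nm/Em540nm: ThioGlo1 (50uM final) reacts with free CoA thiol released as 20nM GCN5L2 acetylates H3(1-25) peptide (75uM) using acetyl-CoA (70uM). Compound and enzyme sat 15 min beforehand; 20 min room-temperature reaction.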
# DT40 TDP1 CPT = qHTS for Inhibitors of human tyrosyl-DNA phosphodiesterase 1 (TDP1): qHTS in cells in presence of CPT | chicken DT40 Tdp1-/-;hTDP1 cells + 20 nM CPT, ATP luminescence, 48 h | Potency, µM (highest dose often 46.2 µM), for inactives: at the top dose activity change, negative = growth inhibition, actives largely listed as inhibitors | hit rate 12% among 420,000 | AID 686979, 2013; also: nearly all actives have a fitted effect of over 55% in size
#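 Cell growth measured by CellTiter-Glo luminescence after a minimum 48 h, 37 C compound exposure with 20 nM CPT in Tdp1-knockout DT40 cells stably expressing hTDP1, seeded 400/well; qHTS titration format.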
# Numbers without * were called inactive; ? = inconclusive; · = not tested or not shown; [ ] = dose if it differs, or a comment. Calls follow the shape of the dose curve; as a rule, active = well fitted curve in the direction sought with a large enough effect; inconclusive = small, poorly fitted or top-dose-only effect, or another doubt; inactive = no such curve, though single readings can be large; an effect the other way counts as inactive or inconclusive. % is scaled to controls: 0 for no effect and ±100 for the full control effect; potency is read from the fitted curve at half-maximal effect.
# Second line of a record – FEN1 inhibitor | GCN5L2 inh | DT40 TDP1 CPT
1. CC1(c2ccccc2)NC(=O)N(CC(=O)Nc2nnc(C3CC3)s2)C1=O (configuration not stated)
  14% | -10% | 2%
2. Cc1noc(NC(=O)c2c(-c3c(Cl)cccc3Cl)noc2C)c1[N+](=O)[O-]
  -6% | -5% | ?
3. CCc1nc(N2CCN(C(=O)c3ccccc3)CC2)c2c3c(sc2n1)CCCC3
  -3% | -8% | ?
4. O=C(O)c1ccc(NCCc2ccc(Cl)cc2)c([N+](=O)[O-])c1
  -4% | -5% | -11%
5. CCn1c2ccc(CC(=O)O)cc2c2cc(CC(=O)O)ccc21
  -8% | -3% | -3%
6. COc1ccc(C(=O)Nc2ccc(/C(C)=N/NC(=O)c3ccccc3O)cc2)cc1OC
  -1% | -8% | -9%
7. Cc1ccccc1NC(=O)Cc1nnc(SCC(=O)NC2CCCC2)n1C
  -15% | -8% | 2%
8. O=C(Nc1ccccc1)NC1CCN(Cc2nnnn2C2CCCCC2)CC1
  -3% | -3% | -24%
9. CCC(C)NC(=O)COC(=O)c1oc2ccccc2c1CSc1ccc(Cl)cc1 (configuration not stated)
  17% | -3% | ?
10. COc1ccc(S(=O)(=O)N2CCN(CC(=O)Nc3cccc(OC)c3)CC2)cc1
  -7% | 2% | 0%
11. O=C(NCCc1ccc2c(c1)OCCO2)c1cc(F)cc(F)c1
  -4% | -19% | 21µM*
12. S=C(Nc1ccccc1)Nc1ccc(Br)cc1
  -20% | ? | 16µM*
13. Cc1ccc(S(=O)(=O)N2CCOCC2)cc1C(=O)OCC(=O)NC1CCS(=O)(=O)C1 (configuration not stated)
  0% | 2% | 2%
14. CN(c1ccc(OCC(=O)OCC(=O)Nc2ccccc2)cc1)S(=O)(=O)c1ccc(F)cc1
  12% | -6% | 35%[activator]
15. Cn1c(=O)c2sccc2n2c(CCCC(=O)NCc3ccc4c(c3)OCO4)nnc12
  -12% | -10% | -6%
16. CCOC(=O)c1c(NC(=S)Nc2ccc(C)cc2)sc2c1CCC2
  -10% | -1% | ?
17. O=C(O)c1ccc(CSc2nnc(-c3ccco3)o2)cc1
  -5% | -3% | 1%
18. O=C1C=C(c2cccc3c2oc2ccccc23)C[C@@H](c2ccc(F)cc2)C1
  -8% | -6% | ?
19. Cc1ccc(NC(=S)NNC(=S)Nc2ccc(C)cc2C)cc1
  -1% | 0% | 3.7µM*
20. Cc1ccc(-c2nn(-c3ccccc3)cc2/C=N/NC(=O)c2ccncc2)o1
  -23% | -9% | ?
21. C=CCn1c(SCc2ccc(C#N)cc2)nnc1-c1cccc(Cl)c1
  -7% | -9% | ?
22. COc1ccc(C)cc1NC(=O)CSc1nc2ccccc2nc1N1CC(C)OC(C)C1 (configuration not stated)
  6% | -11% | 23µM*
23. CC1OC(OCC2OC(Oc3c(-c4ccc(O)cc4)oc4cc(O)cc(O)c4c3=O)C(O)C(O)C2O)C(O)C(O)C1O (configuration not stated)
  ? | -3% | -5%
24. COC(=O)c1ccc(OCC(O)CN2CCc3cc(OC)c(OC)cc3C2c2ccccc2)cc1 (configuration not stated)
  -3% | -8% | 5.8µM*
25. CCCCCCC[C@H](N)[C@H](O)C(=O)N(C)[C@@H](CCS(C)=O)C(=O)N[C@@H](Cc1ccc(O)cc1)C(=O)N[C@@H](Cc1ccc(O)cc1)C(=O)O (some centres not stated)
  -1% | -12% | 1%
26. O=C(CCC(=O)c1cccs1)NCCc1ccc(F)cc1
  8% | -5% | 0%
27. Cc1ccc(NC(=O)c2ccccc2NS(=O)(=O)c2ccc(Cl)s2)cc1
  8% | -8% | 23µM*
28. CC1(C)CC(=O)C(Sc2ccccc2[N+](=O)[O-])=C(O)C1
  4% | -3% | ?
29. COc1ccc(OC)c(-n2c(SC)nnc2-c2c[nH]c3ccccc23)c1
  2% | 2% | ?
30. CCCSc1cc(N2CCCC2)nc(-c2ccccc2)n1
  0% | 3% | 4%
31. O=C(CNS(=O)(=O)c1ccc2ccccc2c1)OCc1nnc(-c2ccccc2)o1
  -6% | 0% | ?
32. CCOC(=O)Cc1csc(NC(=O)CSc2nnc(C)n2C)n1
  -2% | 3% | -2%
33. O=C(NC1CC1)c1cc2ccccc2o1
  -6% | 9% | 0%
34. Cc1ccc(-c2nnc(SCC(=O)N(CC(C)C)c3c(N)n(Cc4ccccc4)c(=O)[nH]c3=O)n2N)cc1
  0% | ? | 3%
35. Cc1cccc[n+]1CC(=O)Nc1ccc([N+](=O)[O-])cc1Cl
  -1% | -11% | ?
36. NC(=O)C[n+]1cccc2ccccc21
  2% | -13% | -2%
37. CC(/C=C1\SC(=S)N(CC(=O)N2CCN(c3ccccc3)CC2)C1=O)=C\c1ccccc1
  0% | 0% | 21µM*
38. Cc1nc(-c2ccc(NC(=O)C(C)(C)C)cc2)c(-c2ccccc2)o1
  5% | 2% | ?
39. COc1ccc(N2C(=O)CC(Nc3cccc([N+](=O)[O-])c3)C2=O)cc1 (configuration not stated)
  -17% | 4% | -4%
40. Cn1c(O)c(N=Nc2ccccc2)c2ccccc21
  -11% | 20% | -4%
41. CCN(CC)CCCNc1oc(-c2ccc(OC)cc2)nc1C#N
  -3% | -5% | ?
42. CCCCn1c(N)c(N(Cc2ccccc2OC)C(=O)c2sccc2C)c(=O)[nH]c1=O
  -4% | 1% | 1%
43. CCc1sc(C(=O)Nc2ccsc2C(=O)OC)cc1Br
  -13% | 3% | 2%
44. COc1ccc(C2=CCCC2)c(OC)c1
  -3% | · | -19%
45. CC(=O)Nc1ccc(S(=O)(=O)Nc2cc([N+](=O)[O-])ccc2C)cc1
  -5% | -6% | ?
46. CCc1ccc(C2=CC(c3cccc(C)c3)n3c(nc4ccccc43)N2)cc1 (configuration not stated)
  -15% | -4% | ?
47. Cc1ccc(CCNC(=O)c2ccc3c(c2)nc2n3CCOC2)cc1
  -4% | -4% | -3%
48. N#Cc1ccccc1NC(=O)COC(=O)c1ccc(F)cc1F
  -4% | 0% | 1%
49. Cc1c(NC(=O)Oc2ccccc2)sc(=S)n1C
  1% | -2% | ?
50. O=C(/C=C/c1ccc(Cl)cc1)NC1CC2CCC1C2 (configuration not stated)
  0% | -11% | -1%
51. CCc1ccccc1NC(=O)C1=CN2CCS(=O)(=O)N=C2C=C1
  0% | 3% | 3%
52. CCCCNc1nc(Oc2ccc(=O)n(C)n2)nc(N2CCOCC2)n1
  -3% | 1% | -13%
53. Cc1ccc(C)c(NC(=O)C2CC(=O)N(C(C)C)C2)c1 (configuration not stated)
  -4% | -12% | -5%
54. CCc1cccc(C)c1NC(=O)CCS(=O)(=O)c1ccc2c(c1)oc(=O)n2C
  -1% | 6% | ?
55. CC1C(=O)Nc2ccc(S(=O)(=O)N3CCc4ccccc4C3)cc2NC1=O (configuration not stated)
  1% | 3% | -26%
56. COc1ccccc1CNC(=O)CN1C(=O)NC2(CCCc3ccccc32)C1=O (configuration not stated)
  -4% | -3% | -16%
57. COc1ccc(N/C=C/C(=O)c2ccc(OC)c(OC)c2)cc1
  6% | -23% | -17%
58. CCCCOc1nc2c(c(=O)n(C)c(=O)n2C)n1C
  11% | 1% | 1%
59. Cc1ccnc(NS(=O)(=O)c2ccc(-n3cccn3)cc2)c1
  -2% | -10% | -14%
60. O=C(c1ccco1)N1N=C2CCCCCC2C1(O)C(F)(F)F (configuration not stated)
  -8% | 2% | 17%

# The results go on:
# Second line of a record – FEN1 inhibitor | GCN5L2 inh | DT40 TDP1 CPT
61. CC[C@]12c3[nH]c4cc(-c5ccco5)ccc4c3CCN1C(=O)[C@@H](CC(=O)NC/C=C(\C)CCC=C(C)C)C[C@@H]2C(=O)N1CCN(C(=O)c2ccco2)CC1
  -11% | -11% | ?
62. O=C(NCCN1CCN(C(=O)c2ccc(Br)cc2)CC1)c1ccc(Br)cc1
  2% | -1% | -25%
63. O=C(CN(C(=O)c1cc2c(s1)CCC2)C1CCCC1)NCc1cccs1
  6% | 2% | 8.2µM*
64. CCOc1ccc(N2CC(O)=C(c3nc4ccccc4c(=O)[nH]3)C2=N)cc1
  -20% | -1% | -28%
65. COc1ccc(Cl)cc1S(=O)(=O)Nc1ccc(Cl)cn1
  18% | -24% | -19%
66. Cc1c(C(=O)N2CCCC2)sc(NC(=O)c2ccc(Cl)cc2)c1C#N
  -2% | 0% | -28%
67. N#C/C(=C\c1cccc(F)c1)c1nc(-c2cc3ccccc3oc2=O)cs1
  12% | -2% | -2%
68. COc1ccccc1C(=O)c1cn(CC(=O)Nc2ccccc2F)c2nc(C)ccc2c1=O
  0% | 26% | -2%
69. CN(CC(=O)Nc1ccccc1Br)C(=O)CN1CCN(Cc2cccc(Cl)c2)CC1
  -6% | 2% | ?
70. Cc1ccc(NS(=O)(=O)c2cccc(C(=O)Nc3cccnc3)c2)c(C)c1
  -7% | -2% | ?
71. Cc1cc(C)n(-c2nc3c(c(=O)[nH]c(=O)n3C)n2CC(C)C)n1
  -3% | -4% | 1%
72. CC(C)CC(OC(=O)c1ccco1)C(=O)NC1CCCCC1 (configuration not stated)
  -11% | 1% | 15%
73. O=C(Nc1c(Cl)cccc1Cl)c1cc(-c2ccco2)on1
  8% | 0% | 2%
74. CCOc1ccc(-c2cc(N)n(S(=O)(=O)c3cccc4nsnc34)n2)cc1
  3% | -5% | -30%
75. CC1=NN(c2ccccc2)C(=O)/C1=C\c1c(C)[nH]n(-c2ccccc2)c1=O
  -6% | 48%[activator] | -19%
76. O=C(CN(Cc1ccco1)C(=O)CNS(=O)(=O)c1ccc(Cl)cc1)NCc1ccco1
  2% | -7% | ?
77. CSc1nc2nc(C)c(CCC(=O)OCC(=O)Nc3ccc(F)cc3)c(C)n2n1
  -13% | -2% | -3%
78. O=C(NCc1ccccc1)c1cccc(COc2cc(Cl)ccc2Cl)c1
  4% | -3% | -10%
79. CC(=O)N1c2ccc(S(=O)(=O)N3c4ccccc4CC3C)cc2CC1C (configuration not stated)
  17% | -7% | ?
80. O=C(NCC(=O)N(Cc1cccs1)C(C(=O)NC1CCCCC1)c1ccncc1)c1ccco1 (configuration not stated)
  -3% | -7% | -23%
81. CCN1C(=O)[C@H]2[C@@H](c3ccc(-c4cccc(Cl)c4)c(OC)c3)N[C@@](Cc3ccccc3)(C(=O)OC)[C@H]2C1=O
  -5% | ? | ?
82. O=C(N1CCN(Cc2ccc3c(c2)OCO3)CC1)C(Cl)(Cl)Cl
  -7% | -4% | 0%
83. N#C/C(=C\c1c(N2CCCCCC2)nc2ccccn2c1=O)C(=O)NCc1ccco1
  0% | -3% | -18%
84. Cc1cccc(CSCCNC(=O)CCSc2ccccc2)c1
  -8% | -6% | 5%
85. Fc1ccc(Cn2nnnc2C(c2cccs2)N2CCCCCC2)cc1 (configuration not stated)
  -24% | -11% | ?
86. Cc1ccc(S(=O)(=O)N/N=C\c2ccc([N+](=O)[O-])o2)cc1
  ? | -3% | 15µM*

# Structures from the list above that contain an aryl methoxy group, in the order listed:
# Second line of a record – FEN1 inhibitor | GCN5L2 inh | DT40 TDP1 CPT
6. COc1ccc(C(=O)Nc2ccc(/C(C)=N/NC(=O)c3ccccc3O)cc2)cc1OC
  -1% | -8% | -9%
10. COc1ccc(S(=O)(=O)N2CCN(CC(=O)Nc3cccc(OC)c3)CC2)cc1
  -7% | 2% | 0%
22. COc1ccc(C)cc1NC(=O)CSc1nc2ccccc2nc1N1CC(C)OC(C)C1 (configuration not stated)
  6% | -11% | 23µM*
24. COC(=O)c1ccc(OCC(O)CN2CCc3cc(OC)c(OC)cc3C2c2ccccc2)cc1 (configuration not stated)
  -3% | -8% | 5.8µM*
29. COc1ccc(OC)c(-n2c(SC)nnc2-c2c[nH]c3ccccc23)c1
  2% | 2% | ?
39. COc1ccc(N2C(=O)CC(Nc3cccc([N+](=O)[O-])c3)C2=O)cc1 (configuration not stated)
  -17% | 4% | -4%
41. CCN(CC)CCCNc1oc(-c2ccc(OC)cc2)nc1C#N
  -3% | -5% | ?
42. CCCCn1c(N)c(N(Cc2ccccc2OC)C(=O)c2sccc2C)c(=O)[nH]c1=O
  -4% | 1% | 1%
44. COc1ccc(C2=CCCC2)c(OC)c1
  -3% | · | -19%
56. COc1ccccc1CNC(=O)CN1C(=O)NC2(CCCc3ccccc32)C1=O (configuration not stated)
  -4% | -3% | -16%
57. COc1ccc(N/C=C/C(=O)c2ccc(OC)c(OC)c2)cc1
  6% | -23% | -17%
65. COc1ccc(Cl)cc1S(=O)(=O)Nc1ccc(Cl)cn1
  18% | -24% | -19%
68. COc1ccccc1C(=O)c1cn(CC(=O)Nc2ccccc2F)c2nc(C)ccc2c1=O
  0% | 26% | -2%
81. CCN1C(=O)[C@H]2[C@@H](c3ccc(-c4cccc(Cl)c4)c(OC)c3)N[C@@](Cc3ccccc3)(C(=O)OC)[C@H]2C1=O
  -5% | ? | ?

# An excerpt; the hit share may differ from the screen's.
